# Compound activity: PubChem, Fisher Drug Discovery Resource Center
# hcGAS inh = blocks human cGAS activity; Q8N884; recombinant h-cGAS, ATP depletion, Kinase-Glo luminescence; inhibition, % at 12.5 µM; hit rate 0.081% among 290,000; AID 1259398; in the data active = inhibition above about 40%;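 note: 0% = vehicle reaction and 100% = reaction without DNA for no activity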
# * = called active by the depositor. These rows are one share of the data; rates above refer to the full screens.
SMILES,hcGAS inh
CC(=O)Nc1ncc([N+](=O)[O-])s1,-1.1
O=C(Nc1ccc(C(=O)O)c(O)c1)c1ccccc1,-5.3
CCCC[C@@H](CC)COC(=O)c1ccccc1O,-2.7
